PhoP GFP inhibition: Inhibition of PhoP regulon, Salmonella typhi GFP reporter cells, confirmation, 4 h (AID 1850). Salmonella Typhi PhoP-promoter GFP reporter, fluorescence, 4 h; higher % means a stronger effect. inhibition, % at 50 µM, or IC50 in µM where a hit was titrated. 310,000 tested, 0.33% active; in the data active = a potency from the dose series; inconclusive = inhibition mostly from about 25% at the one dose, without a potency; inactive = the rest, 99 in 100 with inhibition below about 19%;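 also: 0% = induced wells with vehicle and 100% = uninduced wells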
tuberculosis growth: growth inhibition of non-replicating M. tuberculosis (AID 488890); Mycobacterium tuberculosis non-replicating, growth inhibition; higher % means a stronger effect; one-dose inhibition, % at 25 µM; IC50 in µM for titrated hits; 320,000 tested, 0.39% active; in the data active = a potency from the dose series; inconclusive = inhibition mostly from about 82% at the one dose, without a potency; inactive = the rest, 99 in 100 with inhibition below about 76%;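 also: plate controls were DMSO cells for no effect and high antibiotic wells for full effect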
M. tuberculosis HTS: M. tuberculosis growth inhibition, HTS (AID 449762). M. tuberculosis H37Rv growth inhibition, 7H9 media; higher % means a stronger effect. one-dose inhibition, % at 25 µM; IC50 in µM for titrated hits. 330,000 tested, 0.59% active; in the data active = a potency from the dose series; inconclusive = inhibition above about 70% without an active follow-up result;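 also: bacterial growth assessed after seven days of incubation; strong numbers were not always called active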
H1N1 NS1A inhibition: NS1A inhibition, H1N1 influenza, cell based functional assay (AID 504329); NS1A functional cell-based assay, percent inhibition; higher % means a stronger effect; inhibition, % at 12.5 µM; hits with a dose series show IC50 in µM; 340,000 tested, 0.3% active; in the data active = a potency from the dose series; inconclusive = inhibition above about 27% without an active follow-up result; also: strong numbers were not always called active
inhibitors of VEEV: inhibitors of VEEV TC-83 cytopathic effect, confirmation, Vero cells (AID 588727); Vero cells, VEEV TC-83 cytopathic effect inhibition; higher % means a stronger effect; one-dose inhibition, % at 20 µM; IC50 in µM for titrated hits; 350,000 tested, 0.13% active; in the data active = a potency from the dose series; inconclusive = inhibition mostly from about 14% at the one dose, without a potency; inactive = the rest, 99 in 100 with inhibition below about 12%; also: strong numbers were not always called active
inhibitors of VEEV 10K pilot screen: recorded beside inhibitors of VEEV, whose call it bears; inhibition, %; measured here: 10K pilot screen inhibition
Active calls of the source: *; i = inactive; ? = inconclusive; . = no result given.

SMILES	PhoP GFP inhibition	tuberculosis growth	M. tuberculosis HTS	H1N1 NS1A inhibition	inhibitors of VEEV	others
NC(=O)c1ccccc1NC(=O)COc1ccc(Cl)cc1	-4%	-2%	0%	-3%	i
Cc1ccc(N2C(=O)N(CC(=O)Nc3ccc(C)cc3[N+](=O)[O-])C(=O)C2C)cc1 (stereo unspecified)	-8%	4%	5%	10%	1.6%
CCOc1ccccc1N1CN(C2CCCCC2)CNC1=S	12%	1%	-12%	.	i
Cc1c(-c2ccccc2Cl)nc2ccccc2c1C(=O)O	3%	-15%	3%	2%	0.1%
Cc1ccc(C)c(C(C)NC(=O)C2CCCC2)c1 (stereo unspecified)	-1%	-8%	-6%	-8%	i
O=C(Oc1cccnc1)c1ccccc1[N+](=O)[O-]	-5%	64%	?	2%	0.2%
O=c1c([N+](=O)[O-])cccn1Cc1cccc(Br)c1	10%	12%	1%	-24%	0.8%
O=C(O)c1ccccc1OCc1ccccc1Br	2%	13%	-3%	-5%	1.9%
Cn1cc([N+](=O)[O-])c(C(=O)NCc2ccco2)n1	-5%	5%	-1%	3%	i
Cn1c(Cn2nnc3ccccc32)nnc1SCC(=O)N1c2ccccc2CCc2ccccc21	4%	42%	-5%	6%	i
C=CCn1c(COc2ccccc2F)nnc1SCC(=O)c1c[nH]c2ccccc12	-14%	3%	-3%	-2%	i
CCOc1ccc(NC(=O)c2cn(CC(C)C)c(=O)c3c2c2ccccc2n3C)cc1	-10%	-1%	3%	0%	i	inhibitors of VEEV 10K pilot screen=0.6
COc1ccc(CN(C)C(=O)CC(c2ccccc2)c2ccccc2)cc1	-5%	24%	7%	1%	i
CC(C)(C)C(=O)CN1C2=NCCN2c2ccccc21	-1%	-3%	1%	8%	0.6%
Cc1cc(C)cc(NC(=O)CCn2c(=S)[nH]c3ccccc3c2=O)c1	-4%	-4%	4%	-2%	2.0%

Five records picked at random from those above:
SMILES	PhoP GFP inhibition	tuberculosis growth	M. tuberculosis HTS	H1N1 NS1A inhibition	inhibitors of VEEV	others
Cn1cc([N+](=O)[O-])c(C(=O)NCc2ccco2)n1	-5%	5%	-1%	3%	i
Cn1c(Cn2nnc3ccccc32)nnc1SCC(=O)N1c2ccccc2CCc2ccccc21	4%	42%	-5%	6%	i
CCOc1ccccc1N1CN(C2CCCCC2)CNC1=S	12%	1%	-12%	.	i
NC(=O)c1ccccc1NC(=O)COc1ccc(Cl)cc1	-4%	-2%	0%	-3%	i
Cc1ccc(N2C(=O)N(CC(=O)Nc3ccc(C)cc3[N+](=O)[O-])C(=O)C2C)cc1 (stereo unspecified)	-8%	4%	5%	10%	1.6%

The main list resumes, repeating the two entries before the break.
SMILES	PhoP GFP inhibition	tuberculosis growth	M. tuberculosis HTS	H1N1 NS1A inhibition	inhibitors of VEEV	others
CC(C)(C)C(=O)CN1C2=NCCN2c2ccccc21	-1%	-3%	1%	8%	0.6%
Cc1cc(C)cc(NC(=O)CCn2c(=S)[nH]c3ccccc3c2=O)c1	-4%	-4%	4%	-2%	2.0%
CCOC(=O)Cc1csc(NC(=O)c2cc(-c3ccncc3)nc3ccccc23)n1	.	33%	8%	3%	9.6%
CN(C[C@H](Cc1ccccc1)N(C[C@H](Cc1ccccc1)N(CCc1cc(C(F)(F)F)cc(C(F)(F)F)c1)N=O)N=O)N=O	-3%	63%	-10%	9%	i
CC(NC(=O)/C(=C\c1ccco1)NC(=O)c1ccccc1Br)C(=O)O (stereo unspecified)	2%	1%	-10%	-4%	i
Cc1ccc(-n2cc(C(=O)c3cc(Cl)ccc3O)cc(C#N)c2=O)cc1	-2%	24%	-1%	12%	2.0%
O=C1C(C=NCCCn2ccnc2)=C(O)c2ccccc21	-15%	0%	2%	-10%	i
CCN(CC)CCN(C(=O)Cn1nnc(-c2ccc(C)o2)n1)C(C(=O)NC(C)(C)C)c1cccs1 (stereo unspecified)	2%	5%	-3%	-4%	0.6%
Cc1ccc(C(=O)C2(C)N(O)C(C)C(c3cccs3)=[N+]2[O-])cc1 (stereo unspecified)	-9%	5%	-4%	5%	0.6%
O=C(CCCn1c(=O)c2ccccc2n(CC(=O)NCc2ccco2)c1=O)NCc1ccco1	-13%	5%	5%	1%	1.4%
O=C(CN(CC1CCCO1)C(=O)CNS(=O)(=O)c1ccccc1)NCCc1ccccc1 (stereo unspecified)	-2%	-7%	0%	7%	i
CCO[C@H]1OC(C(N)=O)=C[C@@H](c2coc3ccccc3c2=O)[C@@H]1CCCO	5%	-2%	2%	-18%	1.4%
COc1ccccc1N(CC(=O)N1CCCC1)S(=O)(=O)c1cc([N+](=O)[O-])ccc1Cl	.	0%	-3%	-3%	i
Cc1ccccc1-n1c(SCC(=O)NCc2cccs2)nc2ccccc2c1=O	-7%	16%	7%	0%	10%
O=C(O)C1CC(=O)n2c(nc3ccccc32)S1 (stereo unspecified)	0%	-5%	0%	-17%	2.4%
CCCCn1c(=S)[nH]c2ccc(N3CCOCC3)cc2c1=O	4%	-13%	-4%	.	.
O=C(Cn1nnc(-c2ccc(F)cc2)n1)N1CCCCC1	1%	-2%	0%	2%	0.1%

Overlap with the part before: 7 entries, then new ones.
SMILES	PhoP GFP inhibition	tuberculosis growth	M. tuberculosis HTS	H1N1 NS1A inhibition	inhibitors of VEEV	others
O=C(CN(CC1CCCO1)C(=O)CNS(=O)(=O)c1ccccc1)NCCc1ccccc1 (stereo unspecified)	-2%	-7%	0%	7%	i
CCO[C@H]1OC(C(N)=O)=C[C@@H](c2coc3ccccc3c2=O)[C@@H]1CCCO	5%	-2%	2%	-18%	1.4%
COc1ccccc1N(CC(=O)N1CCCC1)S(=O)(=O)c1cc([N+](=O)[O-])ccc1Cl	.	0%	-3%	-3%	i
Cc1ccccc1-n1c(SCC(=O)NCc2cccs2)nc2ccccc2c1=O	-7%	16%	7%	0%	10%
O=C(O)C1CC(=O)n2c(nc3ccccc32)S1 (stereo unspecified)	0%	-5%	0%	-17%	2.4%
CCCCn1c(=S)[nH]c2ccc(N3CCOCC3)cc2c1=O	4%	-13%	-4%	.	.
O=C(Cn1nnc(-c2ccc(F)cc2)n1)N1CCCCC1	1%	-2%	0%	2%	0.1%
Cc1ccccc1CS(=O)(=O)CCC(=O)NCCCN1CCN(c2ccccc2F)CC1	7%	7%	-2%	13%	i
O=C(/C=C/c1ccccc1[N+](=O)[O-])c1ccc(F)cc1	1%	78%	29%	16%	13%
O=C(NCC1CCCO1)C(C(=O)c1ccccc1)n1cc(Cl)ccc1=O (stereo unspecified)	-3%	2%	-2%	-6%	0.1%
O=C(NCCN1CCOCC1)c1cc(-c2ccc(Cl)s2)nc2ccccc12	8%	-23%	3%	6%	1.2%
O=C1NC(=O)C(c2ccccc2)(c2ccc(Cl)cc2Cl)N1 (stereo unspecified)	.	.	.	11%	i
COc1ccccc1NC(=O)N(Cc1ccc2c(c1)OCO2)Cc1nc2ccccc2c(=O)[nH]1	19%	3%	10%	4%	1.9%
Fc1ccc(NC(=S)N2CCN(c3cccc(C(F)(F)F)c3)CC2)cc1	-3%	-15%	-2%	-4%	i
CC(C)CC(=O)N(Cc1ccc(F)cc1)C1CCS(=O)(=O)C1 (stereo unspecified)	-8%	-1%	-11%	2%	i
CCn1c(SCC(=O)Nc2ccc(C(=O)OC)cc2)nnc1-c1cccs1	-1%	11%	6%	-4%	i
Cc1nc(SCC(=O)NC2CCS(=O)(=O)C2)c2c3c(sc2n1)CCCC3 (stereo unspecified)	.	.	.	-6%	4.1%
CCOC(=O)Nc1ccc(OC)cc1S(=O)(=O)N1CCCCC1	-15%	27%	3%	5%	1.5%
Cc1[nH]c2ccccc2c1C(c1ccncc1)N1CCN(c2ccc(F)cc2)CC1 (stereo unspecified)	6%	-9%	-1%	6%	3.3%
COc1ccc(Br)cc1CNc1ccc2[nH]c(=O)[nH]c2c1	-8%	3%	18%	13%	5.7%
COc1ccc(CCNC(=O)CCc2ccc(S(=O)(=O)NCC(C)C)cc2)cc1OC	-2%	11%	4%	-3%	2.0%
CC1(C)Cc2c(sc(/N=C/N3CCCCCC3)c2C#N)C(C)(C)N1	2%	-6%	3%	10%	i
COc1cccc(OCc2cc(C(=O)NCc3cnc4ccccn34)no2)c1	8%	26%	4%	8%	1.0%
Cc1ccc(N2CCN(C(=O)NC3CCCCC3)CC2)c(C)c1	3%	33%	13%	-2%	0.4%
O=C(Nc1ccc2c(c1)OCO2)Nc1ccccc1F	-7%	3%	4%	-10%	0.2%
CS(=O)(=O)N1N=C(c2ccco2)CC1c1cccc([N+](=O)[O-])c1 (stereo unspecified)	4%	-8%	3%	2%	i
CC1(c2ccc3ccccc3c2)NC(=O)N(CC(=O)N2CCC(C(N)=O)CC2)C1=O (stereo unspecified)	-6%	-13%	-4%	9%	2.5%
Cc1nc(SCC(=O)NC(C)(C)C)c2c(-c3cccs3)csc2n1	-2%	44%	5%	-9%	5.6%
CCn1cc(CNC(=O)c2cc(COc3ccc(F)cc3Cl)on2)cn1	1%	3%	-4%	-17%	i
O=C(NCCS(=O)(=O)N1CCN(c2cccc(Cl)c2)CC1)C1CC1	1%	13%	10%	-17%	0.7%
CC(=O)c1ccc(N2CCN(C(=O)c3cc(-c4ccncc4)nc4ccc(Br)cc34)CC2)cc1	-12%	9%	2%	-10%	6.7%
O=C(CN1CCCCCC1)Nc1ccc(F)c(F)c1F	-9%	3%	-13%	1%	i
O=C(CNC(=O)c1cccc(N2C(=O)c3ccccc3C2=O)c1)Nc1ccc(F)c(F)c1	.	-1%	4%	-12%	0.9%
C[C@@]12CCC3[C@@](CC[C@@H]4[C@](C)(C(=O)O)CCC[C@@]34C)(C[C@H]1O)C2 (stereo partly specified)	-7%	-1%	-6%	-5%	i
COc1ccc(NC(=S)N2CCN(S(=O)(=O)c3ccc(F)cc3)CC2)cc1OC	-10%	26%	5%	23%	10%
CCOC(=O)c1sc(NC(=O)c2c(CC)noc2C)nc1C	.	20%	-9%	-15%	6.7%
COc1ccc(NS(=O)(=O)c2ccc(OCC(=O)N3CCOCC3)cc2)cc1Cl	-8%	3%	-1%	-6%	1.6%
FC(F)(F)c1cccc(CN2CCCCCC2)c1	-9%	2%	-15%	-9%	0.1%	inhibitors of VEEV 10K pilot screen=2.0
O=C(CCC(=O)N1CCN(S(=O)(=O)c2cccc(F)c2)CC1)c1cccs1	2%	-4%	-18%	5%	0.9%
COc1ccc(C(=O)Nc2sc3c(c2C(=O)NCc2ccco2)CCCC3)cc1OC	-11%	-21%	-6%	0%	7.5%
Fc1ccccc1N1CCN(C(c2ccncc2)c2nnnn2C2CCCC2)CC1 (stereo unspecified)	-6%	10%	0%	-4%	0.9%
Cc1ccnc(SCC(=O)N2CCC(C(N)=O)CC2)n1	-2%	-1%	-6%	-8%	1.3%
COc1cc(NC(=O)CN(C)Cc2cccc(F)c2)c(C)cc1[N+](=O)[O-]	13%	2%	-4%	7%	0.4%
CC1CCN(C(=O)CSCC(=O)O)CC1	-3%	-8%	9%	-6%	0.3%
CC1CCN(S(=O)(=O)c2cc3c4c(c2)CCN4C(=O)CC3)CC1	2%	-1%	4%	-2%	2.6%
Cc1ccc(C)c(-c2csc(NC(=O)C3=COCCO3)n2)c1	1%	30%	65%	0%	7.1%
COc1ccc(S(=O)(=O)Oc2ccc3cccc(N)c3c2)cc1	16%	32%	0%	.	1.5%
CCN(CC)Cc1c(O)ccc2occ(C(=O)c3ccccc3)c12	0%	9%	0%	3%	1.3%
Cc1cc(C)n2nc(C(=O)N3CCCC(Nc4ccc(C(C)C)cc4)C3)cc2n1 (stereo unspecified)	-7%	2%	-1%	0%	1.7%
NC(=O)c1cc([N+](=O)[O-])ccc1NCc1cccc(N)c1	7%	0%	-4%	8%	0.6%
CC(C)Oc1cc(N)c(Cl)cc1Cl	-10%	-3%	0%	0%	2.0%
CN(C1CCCCC1)S(=O)(=O)c1ccc(C(=O)N2CCN(c3nc4ccccc4s3)CC2)cc1	-4%	-19%	2%	-1%	2.6%
CN(C(=O)c1cccc(NC(=O)Cc2cccc(NC(=O)C3CCCN(C(=O)c4ccccc4)C3)c2)c1)C1CCC1 (stereo unspecified)	.	.	.	-4%	i
